HT1080 EIF4E-luc2: eIF4E expression suppression, luciferase knock-in reporter – cell-based, HT1080, primary screen (AID 1224817); 1% of 2,000 active; HT1080 EIF4E-luc2 knock-in reporter, luciferase, 16 h; active compounds read low; log2 luciferase activity ratio at 2.5 µM;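 active means log2 luciferase ratio at or below -0.5849, meaning signal at two thirds of solvent-only control or lower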;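 further: luciferase reports endogenous eIF4E expression since it is co-expressed from the native EIF4E locus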
Numbers without * were called inactive.

HT1080 EIF4E-luc2	SMILES
-0.19	N=c1ccn2c(n1)OC1C(OP(=O)(O)O)C(CO)OC12 (configuration not stated)
0.1	COc1ccc2cc1Oc1ccc(cc1)CC1c3c(cc(OC)c4c3Oc3cc5c(cc3O4)CCNC5C2)CCN1C (configuration not stated)
-0.36	C/C(=N/NC(N)=S)c1ccc[nH]1
-0.049	CC1(C)S[C@@H]2[C@H](NC(=O)C3(N)CCCCC3)C(=O)N2[C@H]1C(=O)O
0.13	CC(C)C12CCC3(CCC4C(C)(C(=O)O)CCCC4(C)C3C1)C(CN)C2 (configuration not stated)
-0.32	COc1c(O)ccc2c1CN1CCc3cc4c(cc3C1C2)OCO4 (configuration not stated)

Some of the entries so far, as tab-separated lines.
SMILES	HT1080 EIF4E-luc2
CC1(C)S[C@@H]2[C@H](NC(=O)C3(N)CCCCC3)C(=O)N2[C@H]1C(=O)O	-0.049
CC(C)C12CCC3(CCC4C(C)(C(=O)O)CCCC4(C)C3C1)C(CN)C2 (configuration not stated)	0.13
COc1c(O)ccc2c1CN1CCc3cc4c(cc3C1C2)OCO4 (configuration not stated)	-0.32

Screening data as filed in PubChem BioAssay.

These rows are one share of the data; count on the stated rates, not on these rows.
